Pf growth 96h: inhibits malaria parasite growth, 96 h. Potency, µM (titrated, usually from 28.7 µM), inactives show at the top dose activity change, negative = inhibition, actives largely listed as inhibitors. AID 504834. P. falciparum luciferase reporter growth, 96 h. 6.9% of 320,000 active; also: potency is read from the fitted curve at half-maximal effect; % is scaled to controls: 0 for no effect and ±100 for the full control effect
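Readout is luminescence from an integrated firefly luciferase in P. falciparum. Red cells, 2% hematocrit and 0.05% parasitemia final, were cultured with compound through two parasite generations (96 hours) at 37 C, 5% CO2.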
TbPYK inhibitor: T. brucei pyruvate kinase inhibition | Q57TT1 | TbPYK enzyme, Kinase-Glo Plus ATP luminescence, 45 min | Potency, µM (top dose mostly 76.8 µM), without a hit: top-dose activity, negative = inhibition, most hits filed as inhibitors | 0.12% of 410,000 active; also: potency is read from the fitted curve at half-maximal effect; % is scaled to controls: 0 for no effect and ±100 for the full control effect; nearly all actives have a fitted effect of over 50% in size
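In this concentration-response screen, enzyme-free wells defined baseline while DMSO plates tracked drift. Each reaction combined TbPYK, substrate, compound and 130 uM ADP for 45 min at room temperature. Kinase-Glo Plus luminescence gave the signal.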
Pf growth 48h: P. falciparum growth inhibition at 48 hours (one generation). P. falciparum luciferase growth in erythrocytes, 48 h. 5.9% of 310,000 active. Potency, µM (top dose mostly 28.7 µM), without a hit: at the top dose activity change, negative = inhibition, hits mostly inhibitors; also: potency is read from the fitted curve at half-maximal effect; % is scaled to controls: 0 for no effect and ±100 for the full control effect
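Luciferase-expressing parasites in RBCs, 2% Hct / 0.1% parasitemia final; RPMI 1640 + 0.5% Albumax; 37 C, 5% CO2, one generation; luminescence read-out, lower signal = inhibition.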
LmPK inhibitor: LmPK (Leishmania mexicana) enzyme inhibition. Q27686. purified LmPK, Kinase-Glo ATP luminescence, 1 h. Potency, µM (top dose mostly 57.5 µM), for inactives: at the top dose activity change, negative = inhibition, actives largely listed as inhibitors. 0.37% of 290,000 active. AID 1721; also: potency is read from the fitted curve at half-maximal effect; % is scaled to controls: 0 for no effect and ±100 for the full control effect
Target sequence (Q27686 whole entry, looked up): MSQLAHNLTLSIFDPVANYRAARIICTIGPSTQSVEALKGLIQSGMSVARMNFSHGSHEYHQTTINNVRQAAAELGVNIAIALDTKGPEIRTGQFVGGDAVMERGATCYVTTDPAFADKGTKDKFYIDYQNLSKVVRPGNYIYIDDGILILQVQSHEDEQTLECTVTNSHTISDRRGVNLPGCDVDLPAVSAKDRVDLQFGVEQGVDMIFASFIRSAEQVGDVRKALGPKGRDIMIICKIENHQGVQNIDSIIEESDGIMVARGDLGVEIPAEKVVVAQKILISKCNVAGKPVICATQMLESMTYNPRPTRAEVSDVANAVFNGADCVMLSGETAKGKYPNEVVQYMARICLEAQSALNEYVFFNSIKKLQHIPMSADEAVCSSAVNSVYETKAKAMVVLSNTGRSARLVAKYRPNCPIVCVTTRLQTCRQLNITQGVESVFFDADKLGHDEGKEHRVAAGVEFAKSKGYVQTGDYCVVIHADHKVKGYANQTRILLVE
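In 50 mM imidazole pH 7.2 with 7 mM MgCl2, LmPK (0.1 nM) turned over PEP (0.5 mM) and ADP (0.1 mM) for 1 h at room temperature. Luciferase read-out of ATP.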
CHX counter: counter-screen for Shiga toxin inhibitors: cycloheximide protein synthesis inhibition. cell reporter, cycloheximide protein synthesis inhibition counterscreen. max response, %. 12% of 300,000 active. AID 2314; in the data active = max response mostly above about 13%, no sharp cut-off; inactive = mostly below about 14%; also: read at 38.3 µM for the half of the compounds with a filed dose; 0% is about no effect
Shiga inhibitor: blocks Shiga toxin action in Vero cells | 9.2% of 290,000 active | Vero cells, Shiga toxin protein synthesis inhibition reporter | inhibition, % at 38.7 µM; in the data active = inhibition mostly above about 28%, no sharp cut-off; inactive = mostly below about 43%; also: 0% is about no effect
AMA1-RON2 inh: AMA1-RON2 (P. falciparum) interaction inhibition; 0.2% of 360,000 active; AlphaScreen AMA1-biotinylated RON2 peptide binding; Potency, µM (series often up to 58.2 µM), inactives show top-dose activity change, negative = inhibition, usual class: inhibitors; AID 720542;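 also: potency is read from the fitted curve at half-maximal effect; 0% = vehicle wells and -100% = peptide control; nearly all actives have a fitted effect of over 45% in size; some results filed as inactive show a strong effect at the top dose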
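AMA1 (3D7) with his tag at 25 nM final met compounds first, then biotinylated RON2 peptide at 25 nM; detection used donor plus acceptor beads, 10 µg/mL apiece, read by AlphaScreen after 30 min at room temperature.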
The depositor's hits bear a star; ? = inconclusive; . = no result given; & = joins results of further samples; [ ] = dose if it differs, or a comment. Unless noted, calls follow the shape of the dose curve; as a rule, active = well fitted curve in the direction sought with a large enough effect; inconclusive = small, poorly fitted or top-dose-only effect, or another doubt; inactive = no such curve, though single readings can be large; an effect the other way counts as inactive or inconclusive.

Compound	Pf growth 96h	TbPYK inhibitor	Pf growth 48h	LmPK inhibitor	CHX counter	Shiga inhibitor	AMA1-RON2 inh
CCOc1ccc(N2CC(C(=O)NCc3ccc(C)n3C)CC2=O)cc1 (centres undefined)	9%	-7%	0%	12%	-2	-3	0%
CCSc1nc(O)c(C2OC(=O)c3c2ccc(OC)c3OC)c(=O)n1CC (centres undefined)	-1%	-3%	21%	1%	-2	-19	0%
Cc1cc(C)n(-c2nc3c(c(=O)[nH]c(=O)n3C)n2CC(O)c2ccccc2)n1 (centres undefined)	480%[activator]	0%	17%	2%	-4	11	0%
O=S(=O)(c1ccccc1)N1CCN(Cc2ccccc2C(F)(F)F)CC1	.	9%	-4%	-14%	-5	-2	-16%
COc1ccc2oc(C(=O)Nc3nccs3)c(C)c2c1	190%[activator]	-7%	120%[activator]	.	.	.	2%
CCOC(=O)C1CCN(C2CCN(Cc3nc(-c4ccccc4)no3)CC2)CC1	1.5µM*	-7%	10%	-4%	0	-9	-5%
CCCS(=O)(=O)N1CCC(C(=O)N2CCN(C(=O)OCC)CC2)CC1	-6%	-3%	18%	3%	-2	-10	-13%
Cc1nc2cc(CO)ccc2n1C	9.3µM*	3%	7%	-4%	-3	-7	-10%
O=C(OCC(=O)N1CCC(c2ccccc2)=N1)c1ccc([N+](=O)[O-])s1	?	2%	?	.	.	.	?
Cc1coc2cc3oc(=O)c(CCC(=O)NCCCN4CCCC4=O)c(C)c3cc12	14%	1%	9%	-7%	-1	6	5%
CC(C)N1C(=O)c2ccccc2C1C(=O)NC1CCCCCC1 (centres undefined)	0.74µM*	-4%	-15%	-1%	4	3	23%
COc1ccc(C(c2nnnn2Cc2ccccc2)N2CCN(c3ccccc3)CC2)cc1 (centres undefined)	13µM*	0%	?	3%	1	-28	-14%
Cc1occc1-c1nnc(SCC(=O)Nc2ccccc2)n1CCc1ccccc1	-11%	5%	?	1%	12	-4	-6%
COc1cc(C(C(=O)NC2CCCCC2)N(C(=O)c2snc(C(N)=O)c2N)c2ccc(C)cc2)ccc1O (centres undefined)	0%	-9%	7.4µM*	0%	-5	-4	-5%
O=C(NN1CCOCC1)c1ccc(Cl)s1	37%[activator]	5%	37%[activator]	-9%	8	-3	-10%
Cc1nc(NCc2ccccc2)c2cc[nH]c2n1	17%	-8%	3%	6%	-6	-13	-6%
Cc1onc(-c2ccccc2)c1CNC(=O)CN1C(=O)c2ccccc2C1=O	24%	-3%	-1%	5%	-3	24	1%
COc1ccc(CN2CCN(C(=O)CCC(=O)c3ccc(C)s3)CC2)cc1OC	?	1%	?	.	.	.	2%[11.6 µM]
CC(C)(O)C(=O)NN(Cc1ccccc1)c1ccccc1	-17%	3%	12%	-3%	28*	33*	5%
CCn1c(SCC(=O)NC2CCCCC2)nnc1-c1cccs1	0%	-3%	-20%	1%	-2	4	-9%
COc1ccc(CN2CCn3nc(C(=O)NC(C)C)cc3C2=O)cc1	?	1%	-12%	-3%	1	-13	-2%
COc1ccc(N2C(=O)CC3(CCCC3)CC2=O)cc1	6.6µM*	-17%	21%	1%	9	-1	-6%
Cc1ccc2cc(/C=C/C(=O)c3ccco3)c(Cl)nc2c1	0%	0%	?	-6%	83*	117*	-14%
CC(=O)Nc1nnc(SCc2ccccc2F)s1	.	4%	73%[activator]	-7%	24*	44*	1%
O=C(CCc1nnc(Cc2ccc3c(c2)OCO3)o1)NCc1nc2ccccc2s1	?	-7%	1%	4%	2	1	-9%
O=S(=O)(Nc1ccc2cn[nH]c2c1)c1ccc(C(F)(F)F)cc1	-3%	-11%	?	.	.	.	14%
O=C(Nc1ccc(N2CCN(C(=O)c3ccccc3)CC2)cc1)c1ccc([N+](=O)[O-])o1	-2%	-7%	?	-2%	-11	-35	-4%
COc1ccc(CC(=O)O)cc1O	81%[activator]	-4%	56%[activator]	-6%	-1	-19	-2%
CC(C)CN1CCN(Cc2nc(C(C)C)cs2)CC1CCO (centres undefined)	52%[activator]	3%	16%	6%	4	3	9%
CCc1nnc(N2C(=O)c3ccccc3C2(O)c2ccccc2)s1 (centres undefined)	7%	4%	-10%	2%	-3	-9	0%
COc1ccc(Cl)cc1C(=O)CSc1nnnn1C	33%[activator]	-9%	39%[activator]	-3%	-7	2	-6%
CN(C)CCCNc1c2ccccc2nc2ccccc12	-8%	-15%	1µM*	-13%	-2	-5	-8%
COc1ccc(CCNC(=O)CSCc2ccc(F)cc2)cc1OC	15%	1%	-27%	2%	-4	-6	-4%[11.6 µM]
COc1ccc(OC)c(C(=O)c2ccc(C(=O)N3CCN(Cc4csc(C)n4)CC3)cc2)c1	18%	-1%	?	4%	-3	18	-18%
CCCCN(C)CCN1C(=O)C2C(C(=O)Nc3ccc(Cl)cc3)C3C=CC2(O3)C1C(=O)NC1CCCCC1 (centres undefined)	-3%	-2%	10µM*	1%	-7	-3	-12%
CCCCCn1c(=O)c(C(=O)Nc2nc(CC(=O)OCC)cs2)c(O)c2ccccc21	-14%	1%	11%	-8%	-2	-23	50%[activator]
O=C(c1cccs1)N(c1cccc(Cl)c1)C1C=CS(=O)(=O)C1 (centres undefined)	?	-6%	11%	0%	5	9	12%
COC(=O)Cc1c(C)nc2nc(NCc3ccccc3OC)[nH]n2c1=O	0%	-10%	-11%	-1%	2	-5	0%
COc1ccc(Nc2ccc(N3C(=O)CC(C)C3=O)cc2[N+](=O)[O-])cn1 (centres undefined)	20%	-1%	-3%	3%	0	20	-19%
Cc1ccc(/C=N/n2c(-c3ccncc3)n[nH]c2=S)cc1	-18%	?	-3%	5%	-2	-8	99%[activator]
C=CCN(c1ccc(C(=O)Nc2ccc(NC(C)=O)cc2)cc1)S(C)(=O)=O	108%[activator]	-16%	-17%	-2%	-5	-13	11%
COc1ccc2nc(C)cc(SCC(=O)O)c2c1	28%	?	5%&2%	1%&-6%	-3&1	-10&-12	4%&-18%
CCc1ccc(-n2c(=O)c3ccccc3n(CC(=O)NCc3ccco3)c2=O)cc1	?	0%	?	6%	4	-8	-2%
Cc1ccccc1N1C(=S)NC2c3ccccc3OC1(C)C2C(=O)N(C)C (centres undefined)	?	-7%	9%	11%	-3	-10	-15%
O=C(CSc1nc2ccccc2[nH]1)Nc1nc(-c2ccccc2)c(-c2ccccc2)o1	13µM*	-1%	13%	0%	1	-6	2%
COc1ccccc1NS(=O)(=O)c1cc(NC(=O)C2=NNC(=O)CC2)ccc1C	?	-13%	?	.	.	.	15%
O=S(=O)(c1cccc(C(F)(F)F)c1)N1CCCC1c1cccnc1 (centres undefined)	-13%	1%	-15%	-6%	1	-10	17%
COc1ccc(N2C(=O)CC(N3CCC(O)(c4ccc(Cl)cc4)CC3)C2=O)cc1 (centres undefined)	.	-5%	14%	3%	-3	-5	-2%
CCOC(=O)c1[nH]c(C)c(C(=O)OCC(=O)N2c3ccccc3CC2C)c1C (centres undefined)	?	-1%	-4%	-5%	1	-3	-4%
COC(=O)CCCCC1SCC2NC(=O)NC21 (centres undefined)	?	-2%	25%	0%	-2	1	2%
c1ccc(-c2noc(-c3cccc4ccccc34)n2)cc1	344%[activator]	-7%	243%[activator]	-11%	54*	50*	36%[activator]
O=C(CCSc1ccccc1)N1CCN(C(=O)c2ccco2)CC1	.	2%	27%	9%	35*	99*	-4%
CC(Sc1ccccc1)C(=O)N1CCN(S(=O)(=O)c2ccccc2)CC1 (centres undefined)	-43%	-8%	16%	-7%	-2	-6	10%
COc1ccc(-c2[nH]ncc2C=O)cc1OC	0%	-4%	15%[5.75 µM]	8%	5	-4	6%
CSc1ccc(S(=O)(=O)N2CCC(C(=O)NCc3ccco3)CC2)cc1	?	-14%	1.7µM*	-1%	0	27	19%
Cc1cnn(C(=S)NCCc2ccccc2)c1	.	-5%	85%[activator]	1%	34*	77*	51%[activator]
CC1(C)CC(=O)C2=C(C1)N(c1ccccc1)C(=O)CC2c1ccc(O)cc1 (centres undefined)	-18%	-4%	1%	-4%	-4	36	-10%
CSc1nc(C)cc(C)c1C(N)=O	10%	2%	-7%	1%	-1	-7	-15%
Cc1cccc(C)c1NC(=O)C(Cl)C(=O)c1ccccc1 (centres undefined)	38%[activator]	-15%	31%[activator]	0%	-4	-16	22%
COc1ccc(NS(=O)(=O)c2cc3c(cc2C)N(C(C)=O)CCO3)cc1	?	-3%&0%	?	-2%	-3	0	-9%

The last 3 entries of the part before are carried over, then new ones follow.
Compound	Pf growth 96h	TbPYK inhibitor	Pf growth 48h	LmPK inhibitor	CHX counter	Shiga inhibitor	AMA1-RON2 inh
CSc1nc(C)cc(C)c1C(N)=O	10%	2%	-7%	1%	-1	-7	-15%
Cc1cccc(C)c1NC(=O)C(Cl)C(=O)c1ccccc1 (centres undefined)	38%[activator]	-15%	31%[activator]	0%	-4	-16	22%
COc1ccc(NS(=O)(=O)c2cc3c(cc2C)N(C(C)=O)CCO3)cc1	?	-3%&0%	?	-2%	-3	0	-9%
CC(C)(C)c1cnnn1-c1ccc(NC(=O)c2ccc3c(c2)OCO3)cc1	-4%	0%	?	-1%	13*	28*	-1%
Cc1c(C(=O)O)sc(=S)n1-c1ccccc1	.	-14%	8%	-4%	-9	-20	-1%
CCc1ccc2c(CN3CCc4cc(OC)c(OC)cc4C3)cc(=O)oc2c1	?	-6%	-25%	-3%	9	-7	?
Cc1ccc(-n2ncc3c2CC(C)(C)CC3NC(=O)CCc2cccnc2)cc1 (centres undefined)	12µM*	-1%	-11%	0%	17	-7	-2%
Cc1ccc(/C=C/C(=O)NCCc2ccccc2)o1	?	?	83%[activator]	-3%	40*	77*	-11%
Cc1oc(-c2ccc(Cl)cc2)nc1CS(=O)CC(=O)N1CCC2(CC1)OCCO2 (centres undefined)	16%	-3%	15%	1%	-2	-12	-4%
O=C(O)/C=C/C(=O)NCCCc1ccccc1	?	-23%	21%	1%	-3	1	14%
Cc1cc(OCC(=O)Nc2ccc(F)c(F)c2)nc(C(C)C)n1	.	7%	-16%	9%	-1	-5	-11%
O=C(COC(=O)/C=C/c1ccc(Cl)cc1)NC(=O)NCc1ccccc1	-21%	3%	-19%	.	.	.	0%
COC(=O)CCS(=O)(=O)c1ccc(Cl)cc1	?	-3%	.	7%	-1	-9	2%
Cc1cc(C)c(-n2nnnc2SCC(=O)c2cccs2)c(C)c1	-10%	0%	-12%	1%	24*	39*	-28%

Entries of single compounds as entered above.
CC(C)(C)c1cnnn1-c1ccc(NC(=O)c2ccc3c(c2)OCO3)cc1 across the screens: Pf growth 96h = -4%; TbPYK inhibitor = 0%; Pf growth 48h = ?; LmPK inhibitor = -1%; CHX counter = 13*; Shiga inhibitor = 28*; AMA1-RON2 inh = -1%
Cc1ccc(/C=C/C(=O)NCCc2ccccc2)o1 across the screens: Pf growth 96h = ?; TbPYK inhibitor = ?; Pf growth 48h = 83%[activator]; LmPK inhibitor = -3%; CHX counter = 40*; Shiga inhibitor = 77*; AMA1-RON2 inh = -11%

From PubChem
